RECQ1 inh = RECQ1 (human) helicase inhibition; P46063; RECQ1 DNA unwinding, red fluorescence kinetic read; Potency, µM (top dose mostly 57.3 µM), inactives show at the highest dose activity, negative = inhibition, actives largely listed as inhibitors; hit rate 0.54% among 240,000; AID 2549;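 further: plate controls were vehicle for no effect and no enzyme for full effect; nearly all actives have a fitted effect of over 30% in size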
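50 nM RECQ1T1 preincubated 15 min with compound in Tris pH 8.0 buffer with MgCl2, DTT, Tween-20 and 2.5 ug/ml poly(dI-dC); started with 200 nM TAMRA/BHQ-2 forked duplex and 2 mM ATP. Unwinding read as fluorescence (525/598 nm), two reads 2 h apart.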
Tau fibril FP = blocks human tau fibril formation measured by polarization; P10636; K18 P301L tau heparin fibrillization, Alexa594 FP, 6 h; Potency, µM (titrated, usually from 57.7 µM), for inactives: at the highest dose activity, negative = inhibition, actives largely listed as inhibitors; hit rate 0.39% among 280,000; AID 1468; further: on the % scale 0 is the no-effect control and ±100 the full control effect; nearly all actives have a fitted effect of over 55% in size
Target sequence (P10636 561-689 P618L limits assumed): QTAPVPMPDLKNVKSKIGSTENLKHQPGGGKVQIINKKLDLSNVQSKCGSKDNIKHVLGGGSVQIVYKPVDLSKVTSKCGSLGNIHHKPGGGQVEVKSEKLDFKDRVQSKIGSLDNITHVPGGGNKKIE
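K18 P301L tau (15 uM unlabeled/0.24 uM Alexa 594-labeled, final) + compound + heparin 20 uM final; 100 mM NaOAc pH 7; 6 hr 37 C; ThT 30 uM final added, 1 hr RT; FP ex 555/em 632 nm.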
Tau fluor counter = counter-screen for tau fibril formation inhibitors. hit rate 0.93% among 280,000. Potency, µM (series often up to 57.7 µM), for inactives: at the top dose activity change, negative = decrease. AID 1463. tau K18 P301L Alexa594 fluorescence, heparin fibrillization; further: on the % scale 0 is the no-effect control and ±100 the full control effect; nearly all actives have a fitted effect of over 55% in size
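Human K18 P301L tau (15 uM unlabeled plus 0.24 uM Alexa 594-labeled, final) in 100 mM sodium acetate pH 7 was mixed with compound and 20 uM heparin and incubated 6 hr at 37 C.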
TR SRC2 fluor cs = Texas Red fluorescence interference in TRb-SRC2 counter-screen | Potency, µM (doses to about 106 µM), without a hit: at the highest dose fluorescence change, negative = quenching | hit rate 0.29% among 280,000 | TRb/SRC2 Texas Red total fluorescence interference; active means well fitted curve in either direction with a large enough effect; inconclusive means small, poorly fitted or top-dose-only effect; further: on the % scale 0 is the no-effect control and ±100 the full control effect
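Human TRβ ligand-binding domain (0.6 uM) and Texas Red SRC2 peptide (20 nM) in Tris buffer with 1 uM T3 and 5% DMSO were incubated with pinned compound for 5 hr at ambient temperature. Total fluorescence was computed as S + 2P (555/632 nm).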
Tau ThT inhib = blocks human tau fibril formation measured by thioflavin T; Potency, µM (series often up to 57.4 µM), for inactives: top-dose activity, negative = inhibition, most hits filed as inhibitors; hit rate 2.1% among 270,000; P10636; recombinant tau K18 P301L, heparin-induced fibrillization, ThT fluorescence; AID 1460; further: on the % scale 0 is the no-effect control and ±100 the full control effect; nearly all actives have a fitted effect of over 55% in size
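Using a mix of unlabeled (15 uM) and Alexa 594-labeled (0.24 uM) tau K18 P301L, heparin-triggered fibrillization over 6 hr at 37 C was scored by ThT fluorescence.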
HTT ATP protect = Huntington cell model cytoprotection by ATP luminescence. hit rate 0.14% among 230,000. Potency, µM (highest dose often 56.4 µM), for inactives: cytoprotection (ATP increase), most hits filed as activators. PC12 HTT-Q103 induced, cytoprotection, ATP luminescence, 40 h;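 further: % of control where 0% means no effect; nearly all actives have a fitted effect of over 45% in size; toxic huntingtin expression switched on by the ecdysone agonist tebufenozide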
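PC12 cells with ecdysone-inducible HTT exon 1 Q103-GFP, induced with 100 nM tebufenozide and co-treated with library compounds in a dose series (1536-well, 1500 cells/well). Cytoprotection read as ATP content by ATPlite luminescence.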
TRb SRC2 PPI = disrupts binding of human TR beta to SRC2 | P10828 | TRbeta-SRC2 peptide binding, fluorescence polarization; receptor liganded with 1 µM T3 | Potency, µM (series often up to 106 µM), for inactives: top-dose activity change, negative = inhibition, most hits filed as inhibitors | hit rate 0.065% among 280,000 | AID 1469;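 further: plate controls were bound peptide for no effect and peptide without receptor for full effect; nearly all actives have a fitted effect of over 50% in size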
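Decrease in fluorescence polarization of 20 nM Texas Red SRC2 coactivator peptide flagged inhibition of its binding to 0.6 uM TRb LBD; 1 uM T3 included, incubation 5 hr, ex 555/em 632 nm.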
L3MBTL1 block = inhibitors of human L3MBTL1; hit rate 0.66% among 230,000; Q9Y468; Potency, µM (doses to about 57.1 µM), for inactives: at the highest dose activity, negative = inhibition, usual class: inhibitors; AlphaScreen L3MBTL1–H3K9me1 peptide binding; further: on the % scale 0 is the no-effect control and ±100 the full control effect; nearly all actives have a fitted effect of over 60% in size
Target sequence (Q9Y468 whole entry, looked up): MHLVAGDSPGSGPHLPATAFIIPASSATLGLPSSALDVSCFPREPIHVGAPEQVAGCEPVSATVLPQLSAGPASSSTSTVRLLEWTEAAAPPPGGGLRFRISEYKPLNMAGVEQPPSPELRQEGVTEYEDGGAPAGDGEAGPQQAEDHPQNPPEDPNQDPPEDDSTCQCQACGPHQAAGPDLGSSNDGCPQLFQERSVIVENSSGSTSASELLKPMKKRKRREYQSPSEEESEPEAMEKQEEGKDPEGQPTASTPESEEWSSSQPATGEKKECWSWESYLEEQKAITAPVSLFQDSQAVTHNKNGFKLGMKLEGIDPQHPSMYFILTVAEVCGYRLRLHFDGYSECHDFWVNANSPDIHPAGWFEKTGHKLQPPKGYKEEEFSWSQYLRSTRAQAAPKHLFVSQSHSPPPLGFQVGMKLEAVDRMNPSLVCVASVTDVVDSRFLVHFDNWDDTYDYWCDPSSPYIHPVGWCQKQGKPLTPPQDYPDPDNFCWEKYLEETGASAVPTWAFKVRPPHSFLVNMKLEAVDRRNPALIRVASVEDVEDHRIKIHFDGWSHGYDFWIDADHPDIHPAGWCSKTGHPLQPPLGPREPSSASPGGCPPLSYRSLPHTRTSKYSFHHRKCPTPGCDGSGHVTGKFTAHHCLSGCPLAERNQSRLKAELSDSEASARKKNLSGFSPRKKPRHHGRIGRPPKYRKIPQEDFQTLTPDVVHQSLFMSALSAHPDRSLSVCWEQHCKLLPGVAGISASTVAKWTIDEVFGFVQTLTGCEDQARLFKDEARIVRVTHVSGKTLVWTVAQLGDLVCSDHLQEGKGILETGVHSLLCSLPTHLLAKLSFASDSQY
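L3MBTL1 50 nM + b-AHA-H3(1-15)K9me1 75 nM, 30 min RT; compound added, 30 min RT; streptavidin donor/Ni-chelate acceptor beads 10 ug/mL each final, 30 min RT dark; AlphaScreen read.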
An asterisk follows results filed as active; i = inactive; ? = inconclusive; . = not tested or not shown; [ ] = dose if it differs, or a comment. Unless noted, the call rests on the fitted dose curve; in most records, active means well fitted curve in the direction sought with a large enough effect; inconclusive means small, poorly fitted or top-dose-only effect, or another doubt; inactive means no such curve, though single readings can be large; an effect the other way counts as inactive or inconclusive. Potency means the concentration at half of the fitted maximal effect. Not all compounds are listed, so the mix of outcomes need not match the whole.

Order of results – Tau fluor counter, RECQ1 inh, L3MBTL1 block, TRb SRC2 PPI, Tau ThT inhib, HTT ATP protect, TR SRC2 fluor cs, Tau fibril FP
- Cc1ccc(NC(=O)CN2C(=O)COc3ccc(S(=O)(=O)N4CCCCCC4)cc32)c(C)c1
 : 3%, ., ., -2%, 10%, ., -2%, 0%
- O=CN1CCN(C(=O)c2ccc([N+](=O)[O-])cc2)CC1
 : 11%, -2%, 10%, -7%, 6%, 1%[10 µM], 1%, -2%
- O=S(=O)(c1ccccc1F)N(Cc1ccco1)Cc1nnc(-c2ccccc2Br)o1
 : -26%, -4%, -2%, -6%, -17%, -4%[10 µM], -7%, 2%
- CCn1c(C)nc2cc(S(N)(=O)=O)ccc21
 : -1%, -8%, 17%, 7%, -4%, 6%[10 µM], 4%, -2%
- O=c1[nH]c2ccsc2c(=O)n1-c1ccc(F)cc1
 : -10%, i, -6%, 7%, -14%, -8%, -1%, -9%
- COc1ccc(N2CCN(c3ccc(N)cc3C#N)CC2)cc1
 : -22%, -19%, -9%, -3%, ?, 4%, 1%, ?
- COc1ccc(C2=CC(c3ccc(C)cc3)n3nnnc3N2)cc1 (configuration not stated)
 : -17%, 11%, 69%[activator], -3%, -10%, -23%, -9%, -6%
- C[C@H]1OC(=O)CC[C@@H]2[C@]1(C)CCC1[C@@]2(C)CC[C@@]2(C)C3CC(C)(C)CC[C@]3(CO)CC[C@]12C (some centres not stated)
 : -2%, 2%, ., -4%, -2%, ?, 0%, -7%
- O=C(Cc1cccs1)Nc1ccc(-c2nnn(CC(=O)N3CCOCC3)n2)cc1
 : -14%, ?, ?, 9%, -14%, -17%, -21%, -6%
- CCc1ccc(O)c(N=Cc2cccc(C)c2O)c1
 : ?, -1%, -1%, -2%, ?, 15%, -6%, -8%
- O=C1NCCN1CCNS(=O)(=O)c1ccc(F)cc1
 : -7%, 9%, 1%, -2%, -7%, ., -2%, 5%
- O=C(NCc1ccco1)c1csc2c1CCCCC2
 : -10%, 0%, ., 2%, -3%, -9%, 0%, -2%
- COc1ccc(C2CC(c3ccccc3OC(C)=O)=NN2C(=O)/C=C/c2ccccc2)cc1 (configuration not stated)
 : -11%, -6%, -11%, 8%[53 µM], -5%, 10%[10 µM], -3%[53 µM], 3%
- CCCC(=O)Nc1nnc(SCC(=O)Nc2ccc3c(c2)OCCO3)s1
 : -9%, -4%, -34%, -5%, 4%, -18%, -1%, -13%
- CCOc1ccccc1C1CC(=O)NC2=C1C(=O)CCC2 (configuration not stated)
 : -9%, i, 6%, -21%, -3%, -34%, 0%, -14%
- COc1ccc(OC)c(-n2c(SCC(=O)NCc3ccco3)nnc2-c2c[nH]c3ccccc23)c1
 : -27%, -11%, -6%, 4%, ?, -15%, -2%, -6%
- CCOC(=O)c1cc(-c2ccc(F)cc2)n(CC(=O)NCc2ccccn2)c1C
 : -5%, 4%, ., 1%, -5%, -42%[inhibitor], -1%, 9%
- CC(C)CSc1nc2ccccc2n1CC(N)=O
 : 2%, -6%, 6%, -2%, -1%, 7%[1.9 µM], 1%, 0%
- CCN(CC)C(=O)CSc1ccc(C(F)(F)F)cc1[N+](=O)[O-]
 : 10%, 0%, -2%, -8%, 5%, 14%[0.074 µM], -1%, -1%
- CCCC(=O)NCCCc1nc2ccccc2n1CCC
 : -6%, i, 6%, 0%, -6%, -6%, 0%, -3%
- CCc1nc2ccccc2n1Cc1ccc(F)cc1
 : -3%, -2%, 24%, -2%, -3%, -13%, -1%, 0%
- O=C(NCCCN1CCC(Cc2ccccc2)CC1)C1CC(=O)N(C2CCCCCC2)C1 (configuration not stated)
 : -7%, -3%, ., -2%, -4%, -7%, -2%, 0%
- Cc1ccc(-n2[nH]c(=O)c(-c3ccccn3)c2C)cc1
 : -10%, -4%, -20%, 4%, ?, -162%[inhibitor], -5%, -10%
- CCc1nnc(NS(=O)(=O)c2ccc(NC(=S)NC(=O)/C=C/c3ccc(OC)cc3)cc2)s1
 : -6%, 3%, -15%, 8%, -1%, -7%[10 µM], 7%, 5%
- CCOC(=O)C1CCC(CN(Cc2ccc(OC)cc2)S(=O)(=O)c2ccc(F)c(C(=O)Nc3c(C)cccc3C)c2)CC1 (configuration not stated)
 : -11%, ., ., -4%, -4%, ., -1%, 3%
- C[C@@H]1NC(=O)c2cc([N+](=O)[O-])cc(I)c2OCC[C@@H](C(=O)NC(CC(=O)O)C(N)=O)NC(=O)[C@H](CCC(=O)O)NC1=O (some centres not stated)
 : -4%, ?, ?, 7%, -9%, ., -2%, 2%
- COc1ccc(OCCOC(=O)c2cccs2)cc1
 : -12%, -2%, 5%[11.4 µM], 2%, -16%, 8%[10 µM], -2%, -11%
- O=C(Nc1cc2c(cc1C(=O)c1ccccc1Br)OCCO2)c1ccccc1
 : ?, ., ., -1%, -9%, ., -15%, ?
- CC(C)(C)NC(=O)c1cccc2c1C(=O)c1ccccc1-2
 : -28%, -5%, -11%, -6%, ?, -1%[10 µM], -1%, 0%
- O=S(=O)(O)c1ccc(Nc2ncnc3c2ncn3[C@@H]2O[C@H](CO)[C@@H](O)[C@H]2O)cc1
 : -3%, i, ., -11%, -7%, -14%, 1%, -3%

(continued)
Order of results – Tau fluor counter, RECQ1 inh, L3MBTL1 block, TRb SRC2 PPI, Tau ThT inhib, HTT ATP protect, TR SRC2 fluor cs, Tau fibril FP
- COc1ccc(C(CC(=O)O)NC(=O)Cc2ccccc2)cc1 (configuration not stated)
 : 1%, i, 2%, 0%, -4%, -2%, -4%, -1%
- COc1ccc(-c2nc3c(=O)n(C)c(=O)[nH]c3n2CCc2ccccc2)cc1
 : -10%, -3%, 1%, 10%, -14%, -18%, 0%, 3%
- Cc1ccccc1NC(=S)NCc1ccco1
 : 6%, -2%, -4%, 3%, -4%, 13%[10 µM], 0%, 0%
- COc1cccc(NC(=O)c2nn(-c3ccc(C)cc3)c(=O)n(C)c2=O)c1
 : -22%, ., ., 6%, ?, ., 1%, -7%
- COc1cccc(CN(C)CC(=O)Nc2ccccc2C(=O)Nc2ccccc2)c1
 : -24%, i, -1%, -1%, 9%, -69%[inhibitor], -1%, ?
- O=C(Nc1ccc([N+](=O)[O-])cc1Br)c1cccnc1
 : 2%, 8%, 2%, 2%, ?, ., -3%, 6%
- COc1ccc(-c2c3c(=O)n(C)c(=O)n(C)c3cn2-c2cccc(OC)c2)cc1
 : -8%, 0%, ., -3%, -18%, -24%[0.074 µM], -2%, 6%
- COc1ccc(CCNC(=O)c2sc3cc(C)ccc3c2Cl)cc1
 : -10%, 4%, 1%, -3%, ?, 13%[10 µM], 1%, -3%
- COc1ccc(NC2(c3ccc(Cl)cc3)C(=O)c3ccccc3C2=O)cc1
 : ?, 1%, -29%, -7%, -26%, -9%, 0%, 2%
- O=C(c1ccc2c(c1)OCO2)N(Cc1ccco1)C1(C(=O)NC2CCCCC2)CCCCC1
 : -8%, -5%, ., -8%, -20%, -23%, 1%, 2%
- CC1CC[C@@]23CCC4(C)[C@@]5(C)CCC6C(C)(C)C(=O)CC[C@@]6(C)C5C=C[C@@]4(OC2=O)C3C1C (some centres not stated)
 : -8%, 0%, ., -5%, -4%, ., -5%, 3%
- Cc1ccc(NC(=O)/C(CN(C)C)=N\O)cc1
 : -4%, -3%, 7%, -7%, -9%, 4%, 0%, -2%
- CSc1nc2sc3c(c2c(=O)n1-c1ccc(C)cc1)CCCC3
 : -4%, ., ., -1%, -5%, ., -3%, -11%
- Cc1cc(O)c(NC(=O)c2ccc(C)c([N+](=O)[O-])c2)cc1C
 : -3%, i, 22%, 2%, 0%, -25%, 0%, 0%
- CCCCNC(=O)COC(=O)c1ccc(N(C)C)cc1
 : -3%, -2%, 10%, 6%, -1%, -6%[10 µM], -2%, -9%
- O=C(O)CN1C(=O)CCS(=O)c2ccccc21 (configuration not stated)
 : 11%, -12%, 3%, -13%, 5%, 2%, 1%, 4%
- O=C(CSc1nc2cc(Cl)ccc2s1)c1cc2ccccc2o1
 : -25%, i, ., -23%, ?, -2%, -2%, 2%
- O=C(c1ccc(C(F)(F)F)cc1)C1CCCN(C(=O)CCc2cnccn2)C1 (configuration not stated)
 : -13%, 5%, -5%, 5%, -11%, 6%[10 µM], -6%, -4%
- O=C(CNc1ccc2ccccc2c1)N/N=C/c1ccc([N+](=O)[O-])o1
 : 14µM*[quencher], -1%, 3%, -5%[53 µM], ?, -4%[10 µM], -2%[53 µM], 2%

Reprinted at random: 5 records from the list
Order of results – Tau fluor counter, RECQ1 inh, L3MBTL1 block, TRb SRC2 PPI, Tau ThT inhib, HTT ATP protect, TR SRC2 fluor cs, Tau fibril FP
- COc1ccc(C(CC(=O)O)NC(=O)Cc2ccccc2)cc1 (configuration not stated)
 : 1%, i, 2%, 0%, -4%, -2%, -4%, -1%
- COc1ccc(CCNC(=O)c2sc3cc(C)ccc3c2Cl)cc1
 : -10%, 4%, 1%, -3%, ?, 13%[10 µM], 1%, -3%
- O=C(Nc1ccc([N+](=O)[O-])cc1Br)c1cccnc1
 : 2%, 8%, 2%, 2%, ?, ., -3%, 6%
- Cc1cc(O)c(NC(=O)c2ccc(C)c([N+](=O)[O-])c2)cc1C
 : -3%, i, 22%, 2%, 0%, -25%, 0%, 0%
- CC1CC[C@@]23CCC4(C)[C@@]5(C)CCC6C(C)(C)C(=O)CC[C@@]6(C)C5C=C[C@@]4(OC2=O)C3C1C (some centres not stated)
 : -8%, 0%, ., -5%, -4%, ., -5%, 3%

Screens (PubChem BioAssay)
